BRCT inh green: inhibitors of human BRCA1 BRCT-phosphoprotein interaction (green fluorophore) | Potency, µM (series often up to 76.9 µM), for the others: top-dose activity change, negative = inhibition, hits mostly inhibitors | AID 875 | BRCA1 BRCT-phosphopeptide binding, green fluorescence polarization | P38398 | 75,000 compounds, 0.05% hits;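 also: potency is read from the fitted curve at half-maximal effect; plate controls were peptide without protein for full effect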
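Fluorescence polarization: His-tagged BRCT (~35 kDa BRCA1 C-terminus, 250 nM) bound to 100 nM fluorescein-labeled phosphorylated 10-aa BACH1 peptide, pH 7.3 phosphate buffer with DTT and Tween 20. Compounds incubated 12 min at room temperature; inhibition read as lowered polarization.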
ALOX15 inhib: blocks human 15-lipoxygenase activity. Potency, µM (top dose mostly 57.1 µM), without a hit: at the highest dose activity change, negative = inhibition, usual class: inhibitors. P16050. 74,000 compounds, 1.4% hits. AID 887. purified 15hLO-1, xylenol orange hydroperoxide absorbance; also: potency is read from the fitted curve at half-maximal effect; % is scaled to controls: 0 for no effect and ±100 for the full control effect; nearly all actives have a fitted effect of over 55% in size
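Quantitative HTS in 25 mM Hepes pH 7.5 containing 0.01% Triton X-100: human 15hLO-1 at 40 nM, arachidonic acid at 50 uM, 6 min turnover. Product quantified via ferrous oxidation/xylenol orange, 573:405 nm absorbance ratio.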
HEK293 cAMP cs: parental HEK293 cAMP activation (counter-screen) | Potency, µM (highest dose often 57.1 µM), for the others: top-dose activation, hits mostly activators | parental HEK293 CNG cAMP sensor, membrane potential fluorescence | AID 938 | 73,000 compounds, 2.5% hits; also: potency is read from the fitted curve at half-maximal effect; % of control where 0% means no effect; nearly all actives have a fitted effect of over 55% in size
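Parental HEK 293 cells stably expressing a modified CNG channel (no TSHR) report cAMP rise as membrane depolarization. Membrane potential dye with 100 uM RO 20-1724 was loaded for 60 min at room temperature, then compound added for 30 min; fluorescence read at 590 nm.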
USP2a inh: inhibitors of human ubiquitin-specific protease USP2a | O75604 | USP2a enzymatic assay, qHTS inhibition | Potency, µM (doses to about 38.3 µM), for inactives: at the highest dose activity change, negative = inhibition, hits mostly inhibitors | 60,000 compounds, 0.1% hits | AID 927;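 also: potency is read from the fitted curve at half-maximal effect; nearly all actives have a fitted effect of over 60% in size; plate controls were DMSO for no effect and NEM full inhibition control for full effect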
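Inhibition is measured in a cell-free coupled assay with 20 nM USP2 core, 20 nM Ub-PLA2 and 20 uM NBD C6-HPC, 2.5 h incubation. Activity normalized to NEM control.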
Casp7 inh: blocks human caspase-7 allosterically or competitively | recombinant caspase-7, Ac-DEVD-AFC fluorescence rate | Potency, µM (titrated, usually from 57.5 µM), for the others: at the top dose activity change, negative = inhibition, actives largely listed as inhibitors | 75,000 compounds, 0.02% hits; active = well fitted inhibition curve with a large enough effect in the main read-out, with a control signal flat, not every such curve was filed as active; inconclusive = small, poorly fitted or top-dose-only effect, or a change in a side signal; also: potency is read from the fitted curve at half-maximal effect; % of control where 0% means no effect
Target sequence (P55210 24-198 limits assumed): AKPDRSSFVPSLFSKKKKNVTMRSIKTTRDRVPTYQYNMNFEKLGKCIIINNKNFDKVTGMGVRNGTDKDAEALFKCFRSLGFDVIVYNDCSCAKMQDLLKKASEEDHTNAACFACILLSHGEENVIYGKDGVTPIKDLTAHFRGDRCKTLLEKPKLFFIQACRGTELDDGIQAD
Target sequence (P55210 207-303 limits assumed): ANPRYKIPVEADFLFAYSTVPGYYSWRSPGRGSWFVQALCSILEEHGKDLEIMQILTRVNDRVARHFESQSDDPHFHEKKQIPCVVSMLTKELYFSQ
HADH2 inhib: HADH2 (human) dehydrogenase inhibition; Potency, µM (top dose mostly 57.1 µM), for inactives: at the highest dose activity change, negative = inhibition, most hits filed as inhibitors; recombinant HADH2, NADH fluorescence, beta-hydroxybutyryl-CoA; Q99714; 73,000 compounds, 3.4% hits; AID 886; also: potency is read from the fitted curve at half-maximal effect; % is scaled to controls: 0 for no effect and ±100 for the full control effect; nearly all actives have a fitted effect of over 60% in size; many of its hits are not listed in these tables
Target sequence (Q99714 whole entry, looked up, one chain of several): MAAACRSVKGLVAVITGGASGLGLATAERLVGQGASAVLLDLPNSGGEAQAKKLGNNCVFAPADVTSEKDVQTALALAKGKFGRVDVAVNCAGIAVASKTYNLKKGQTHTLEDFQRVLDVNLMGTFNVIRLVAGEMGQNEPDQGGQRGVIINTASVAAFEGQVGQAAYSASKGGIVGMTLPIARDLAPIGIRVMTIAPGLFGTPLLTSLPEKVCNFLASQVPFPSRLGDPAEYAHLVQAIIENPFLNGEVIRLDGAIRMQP
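Activity measured as NADH fluorescence gain (360/450 nm), taken as the change between first and last reads of a 4-min kinetic run. Conditions: pH 9.0 Tris buffer, 20 nM E. coli-expressed His-tagged enzyme, 1 mM NAD+, 90 uM beta-hydroxybutyryl-CoA; 15-min compound preincubation.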
Casp1 inh: blocks human caspase-1 allosterically or competitively. AID 900. Potency, µM (highest dose often 57.5 µM), for inactives: top-dose activity change, negative = inhibition, usual class: inhibitors. P29466. Caspase-1 enzyme, Ac-WEHD-AFC fluorogenic rate. 75,000 compounds, 0.03% hits;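 also: potency is read from the fitted curve at half-maximal effect; plate controls were vehicle for no effect and no substrate for full effect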
Target sequence (P29466 120-297 limits assumed): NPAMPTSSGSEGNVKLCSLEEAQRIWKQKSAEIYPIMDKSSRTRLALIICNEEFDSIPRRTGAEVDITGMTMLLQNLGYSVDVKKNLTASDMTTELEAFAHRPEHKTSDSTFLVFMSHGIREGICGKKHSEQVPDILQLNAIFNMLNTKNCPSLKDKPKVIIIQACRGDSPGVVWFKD
Target sequence (P29466 317-404 limits assumed): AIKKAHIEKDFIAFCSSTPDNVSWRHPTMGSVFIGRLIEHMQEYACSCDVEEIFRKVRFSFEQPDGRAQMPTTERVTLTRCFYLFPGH
Pol III holo inh: blocks replication by bacterial DNA polymerase III holoenzyme. reconstituted DNA polymerase III holoenzyme replication, biochemical. Potency, µM (top dose mostly 57.1 µM), without a hit: at the highest dose activity change, negative = inhibition. AID 603. 71,000 compounds, 0.25% hits; also: potency is read from the fitted curve at half-maximal effect; % is scaled to controls: 0 for no effect and ±100 for the full control effect
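Reconstituted *E. coli* holoenzyme (0.35 nM Pol III, 1 nM beta, 154 nM SSB, 2 nM primase) was preincubated with compound for 15 min at RT. Synthesis on 1.4 nM ssM13Gori ran 35 min, then was stopped with PicoGreen/EDTA and read as dsDNA fluorescence.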
BRCT PPI red: disrupts BRCA1 BRCT binding to phosphoprotein, red fluorophore readout; P38398; BRCT-phosphopeptide binding, red fluorescence polarization; Potency, µM (top dose mostly 76.9 µM), for inactives: at the top dose activity change, negative = inhibition, usual class: inhibitors; 75,000 compounds, 0.03% hits; also: % is scaled to controls: 0 for no effect and ±100 for the full control effect
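Fluorescence polarization: 100 nM His-tagged BRCA1 BRCT with 100 nM TAMRA-labelled phospho-BACH1 decapeptide, phosphate buffer pH 7.3 with 150 mM NaCl, DTT, 0.01% Tween 20; 12 min RT. Binding inhibition seen as FP decrease.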
Rhodamine autofl: compound fluoresces in the rhodamine spectral region. Rhodamine-region fluorescence, 547/598 nm, Tris buffer; hits give high values. max dye-equivalent concentration, M. 59,000 compounds, 0.05% hits; in the data active = max dye-equivalent concentration above about 11 nM; inconclusive = between about 1.1 nM and that limit
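Read-out is relative fluorescence at 547 nm excitation and 598 nm emission, expressed as dye-equivalent concentration using rhodamine standards on every plate. Each compound was profiled across a concentration series after 15 min in 100 mM Tris, pH 8.0.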
Tau filament bind: binds recombinant human tau filaments; recombinant tau filaments, thioflavin S fluorescence, 15 h; filaments grown with octadecylsulfate alongside compound; Potency, µM (highest dose often 57.1 µM), for the others: at the highest dose activity change, negative = inhibition; 71,000 compounds, 2% hits;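 also: potency is read from the fitted curve at half-maximal effect; % is scaled to controls: 0 for no effect and ±100 for the full control effect; actives lower thioflavin S fluorescence by blocking filaments or displacing dye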
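Assay mix: 1 uM His-tagged tau, 30 uM sodium octadecylsulfate, thioflavine S dye in HEPES/NaCl/DTT buffer. Compound is added prior to the inducer. Fluorescence after 15 h at 37 C.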
* hit, by the source's call; i = inactive; ? = inconclusive; nt = no result given; [ ] = dose if it differs, or a comment. Unless noted, calls follow the shape of the dose curve; as a rule, active = well fitted curve in the direction sought with a large enough effect; inconclusive = small, poorly fitted or top-dose-only effect, or another doubt; inactive = no such curve, though single readings can be large; an effect the other way counts as inactive or inconclusive. This is a subset. The share of hits here may be higher or lower than overall.

SMILES	BRCT inh green	ALOX15 inhib	HEK293 cAMP cs	USP2a inh	Casp7 inh	HADH2 inhib	Casp1 inh	Pol III holo inh	BRCT PPI red	Rhodamine autofl	Tau filament bind
CC#CCN(CC#CC)S(=O)(=O)c1ccc(-n2cnnn2)c(OC)c1	-6.2%	5%	13µM*	-1%	-1%	56%[activator]	0%	-6%	0.6%	i	6%
C1=CC2CC1CC2CNCc1ccco1 (stereo not drawn)	-0.9%	6%	2%	-8%	10%	-16%	2%	-5%	-2.8%	i	-5%
O=C(CN1C(=O)NC2(CCCCCCC2)C1=O)NC(=O)NCc1ccco1	2.4%	-5%	11%	17%	-2%	1%	3%	-3%	-0.5%	i	5%
O=C(Cc1cccs1)NCC1CCCO1 (stereo not drawn)	0.4%	-10%	-6%	10%	-7%	-18%	4%	6%	-2.1%	i	-28%
O=S(=O)(Nc1ccc(Cc2ccncc2)cc1)N1CCCC1	2.2%	-6%	3%	6%	-2%	10%	2%	-6%	1.4%	i	1%
CCCC1(CCC)NC(=O)N(CC(=O)Nc2cccc(OC)c2)C1=O	-3.0%	-11%	89%	-11%	2%	0%	-1%	4%	1.0%	i	6%
O=C(NC1CCCCC1)N(Cc1nc2ccccc2c(=O)[nH]1)C1CCCCC1	-0.3%	-7%	?	31%[activator]	-1%	4%	1%	6%	0.3%	i	-5%
O=C(Nc1ccccn1)c1cccnc1	-2.1%	-2%	5%	-6%	nt	27%	1%	-1%	-0.1%	i	1%
O=S(=O)(O)CCS	-2.2%[3.08 µM]	?	nt	-12%	-1%	nt	1%	nt	-0.5%	nt	nt
O=C1C2C3C=CC(C3)C2C(=O)N1CCCCN1C(=O)C2C3C=CC(C3)C2C1=O (stereo not drawn)	-2.7%	3%	5%	-2%	0%	15%	0%	-4%	-0.4%	i	-1%
COc1ccc2c(c1)OC/C(=C/c1ccc(O)c(O)c1)C2=O	-2.0%[3.08 µM]	-2%	nt	-3%	1%	nt	1%	nt	0.7%	nt	nt
O=c1cc(N2CCc3ccccc32)[nH]c(=O)n1-c1ccccc1	-2.0%	2%	10%[2.29 µM]	0%	-2%	-10%	-1%	-2%	0.9%	i	6%
CCC(Sc1ncccc1C(=O)O)C(=O)N1CCOCC1 (stereo not drawn)	-1.4%	-5%	0%	-4%	3%	?	0%	0%	-0.1%	i	4%
CSc1ccc(Cn2nnc(C(=O)NCc3ccccc3)c2N)cc1	-1.8%	-9%	9%	nt	2%	8%	0%	-1%	1.3%	nt	63%
O=C(CSc1ccc(-c2ccccc2)nn1)N1CCOCC1	0.0%	5%	-8%	3%	-1%	-2%	0%	-3%	0.1%	i	6%
COc1ccccc1OCC(O)CN1C(=O)NC(C)(C)C1=O (stereo not drawn)	-1.3%	7%	1%	nt	-3%	1%	0%	0%	-0.3%	nt	-9%
O=C1[C@@H]2C(Cc3ccc(O)cc3)NC3(C(=O)Nc4ccc(F)cc43)[C@@H]2C(=O)N1c1ccc(F)cc1 (stereo partly drawn)	0.4%	-14%	-4%	22%	-1%	6%	-2%	1%	0.4%	i	-14%
O=C(N1CCOCC1)N1CCN(c2nc(-c3ccc(F)cc3)cs2)CC1	1.3%	-9%	-2%	4%	0%	2%	-3%	-4%	1.2%	i	18%
O=C1c2ccccc2C(=O)N1CC(O)COCc1ccccc1 (stereo not drawn)	0.0%	4%	-2%	3%	1%	8%	-1%	0%	-0.3%	i	-6%
COc1cccc(CN2CCN(c3ncccn3)CC2)c1	-1.5%	-9%[11.4 µM]	6%[11.4 µM]	-3%[7.66 µM]	0%	6%[11.4 µM]	0%	5%[11.4 µM]	0.6%	nt	3%[11.4 µM]
Cc1cc(NC(=O)CSc2nc3c(c(=O)n(C)c(=O)n3C)n2C(C)C)no1	-2.8%	6%	6%	8%	0%	5%	-2%	-8%	-1.0%	i	-2%
Cc1ccc(C2=N/C(=C/N3CCOCC3)C(=O)O2)cc1	-3.1%	0%	-3%	3%	1%	-10%	-1%	-4%	0.4%	i	7%
COc1ccccc1N1CCN(C(=O)c2ccc3c(=O)n(Cc4ccco4)c(=S)[nH]c3c2)CC1	-0.4%	-25%	1%	45%[activator]	-8%	-8%	-2%	-1%	-0.8%	i	171%
C=CCNc1oc(-c2ccc(OC)cc2)nc1C#N	-1.9%	-1%	3%	-3%	-2%	25µM*	-2%	-4%	-1.1%	i	-4%
O=C(CSc1ccccc1)NCCCN1CCOCC1	-2.4%	3%	4%	-3%	1%	1%	-1%	0%	0.5%	i	5%
CC(=O)c1ccc(OC2C=CC(c3ccc(Cl)cc3)OC2CO)cc1 (stereo not drawn)	0.3%[15.4 µM]	-3%[11.4 µM]	1%[11.4 µM]	nt	1%[11.5 µM]	-1%[11.4 µM]	-2%[11.5 µM]	nt	1.0%[15.4 µM]	nt	nt
Cc1ccc(N2CC(C(=O)Nc3nccs3)CC2=O)cc1 (stereo not drawn)	-2.2%	7%	13%	3%	1%	5%	0%	-8%	-3.7%	i	6%
N[C@@H](Cc1cc(CP(=O)(O)O)cc(-c2ccccc2Cl)c1)C(=O)O	-1.7%	?	3%	nt	1%	8%	-1%	-12%	-3.0%	nt	?
CCOC(=O)c1[nH]c2ccc(F)cc2c1NC(=O)CN1CCc2cc(OC)c(OC)cc2C1	-0.7%	-16%	-8%	31%[activator]	-2%	-18%	-5%	-1%	0.0%	i	3%
CCOC(=O)C1CCCN(C(=O)COC(=O)C2=COCCO2)C1 (stereo not drawn)	1.0%	3%	-1%	-7%	-1%	9%	-1%	-4%	0.1%	i	-1%
O=C(Nc1ccccc1)OCC1CCCN2CCCCC12 (stereo not drawn)	0.5%	3%	?	nt	0%	8%	0%	-1%	-1.7%	nt	0%
CCCCCCC1C(C#N)=C(N)OC2=C1C(=O)CC(C)(C)C2 (stereo not drawn)	-2.0%	-25%	11%	nt	-4%	-12%	-4%	-2%	1.4%	nt	-2%
CSc1ccc(C2C(C#N)=C(N)Oc3cc4c(cc32)OCO4)cc1 (stereo not drawn)	-2.9%	?	21%	24%	-27%	17%	?	-4%	-2.1%	i	?
CC(=O)OC[C@@H]1O[C@H](CCO/N=C(\C)CCN2CCCc3nc(C)c(C)cc32)C=C[C@@H]1OC(C)=O	-0.3%[15.4 µM]	6%[11.4 µM]	4%[11.4 µM]	nt	-15%[11.5 µM]	-7%[11.4 µM]	-6%[11.5 µM]	nt	-0.6%[15.4 µM]	nt	nt
CCn1c(SCC(=O)NCc2cccs2)nc2c1c(=O)n(C)c(=O)n2C	-0.4%	9%	-1%	nt	3%	-5%	1%	0%	-0.2%	i	-8%
CCCCC(c1nnnn1CCOC)N1CCN(c2cccc(OC)c2)CC1 (stereo not drawn)	0.5%	?	?	-2%	-5%	12%	1%	?	-2.8%	i	13µM*
NC(=O)NC(=O)COC(=O)c1ccccc1Oc1ccccc1	0.3%	5%	7%	6%	0%	4%	-3%	-2%	-3.7%	i	4%
O=C(Nc1ccc(F)cc1)C1CCCCC1	-0.1%	3%	12%	2%	0%	0%	2%	-2%	-1.4%	i	1%
CCOC(=O)c1ccc(NC(=O)CSc2nc(C)cc(=O)[nH]2)cc1	1.7%	-18%	9%	32%[activator]	-8%	?	1%	-4%	-2.1%	nt	?
CCCCn1c(SCC(=O)N2CCOCC2)nnc1-c1cccs1	-0.5%	4%	9%	0%	1%	5%	-1%	4%	0.4%	i	5%
c1csc(CNc2nc(-c3ccoc3)nc3ccccc23)c1	-0.9%	?	10%	95%[activator]	-6%	16µM*	-6%	-4%	1.4%	i	25µM*
CCOC(=O)c1c(NC(=O)c2cccs2)sc(C(=O)N2CCOCC2)c1C	-0.6%	8%	?	6%	1%	96%[activator]	-1%	-3%	-2.1%	i	15%
COc1ccc(NC(=O)Cn2nnc(-c3ccccc3F)n2)cc1Cl	-3.1%	-7%	5%	23%	0%	-5%	3%	-4%	0.1%	i	122%
Cc1cc(C(=O)Nc2cccc3ncccc23)no1	0.5%	-7%	-6%	-5%	-1%	17%	-2%	1%	-0.4%	i	-8%
Cc1ccc(CCNC(=O)C2CCCN(C(=O)c3cc4sccc4n3C)C2)cc1 (stereo not drawn)	-3.3%	-7%	?	16%	0%	9%	1%	-5%	-1.1%	i	-2%
